# Rac1 GTP hydrolysis – MgcRacGAP GTPase-activating activity inhibitors, confirmation, biochemical, ADP Hunter fluorescence. MgcRacGAP-stimulated Rac1 GTP hydrolysis, ADP Hunter fluorescence; higher % means a stronger effect; GST-tagged Rac1 F28L mutant substrate. inhibition, % at 30 µM, or IC50 in µM where a hit was titrated. hit rate 0.6% among 340,000;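 active = first-screen hits whose inhibition reached a set limit at any dose in the follow-up dose series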;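 also: fluorescence reports GDP produced by GAP-driven GTP hydrolysis; strong numbers were not always called active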
# Myeloid diff MLP – compounds promoting myeloid differentiation | ER-HoxA9 myeloid progenitors, lysozyme-GFP differentiation, flow cytometry | calls only at 10 µM | hit rate 1% among 360,000 | AID 624256;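 active = normalized GFP-positive differentiation at or above the plate's own cutoff, the solvent-only control mean plus 3 SD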;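 also: cells exposed to compound for four days before flow analysis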
# T cell HTS – modulates CD8 T cell binding to vesicles | 2C CD8+ T cell-vesicle binding, flow cytometry; active compounds read low | calls only at 7 µM | hit rate 0.068% among 330,000 | AID 2052;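 active = response, share of CD8 T cells binding vesicles, and their 90th percentile fluorescence all below set limits, cut at about 80% in these data, passing the limit was not always enough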
#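 System: murine 2C transgenic CD8+ T lymphocytes; also added: QL9-loaded Drosophila micro-vesicles; times: binding 1.5 h at 37 °C; measured by: flow cytometry, PE anti-B7-1 (FL2) versus Alexa647 anti-CD8 (FL8), PFA-fixed; control set: Peptide-free naked vesicles (low) and QL9 vesicles with 0.7% DMSO vehicle (high)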
# K1F lysis inhibition – inhibition of K1F phage lysis, E. coli UTI89, bacterial capsule biogenesis inhibitors, alamar blue (AID 488966); hit rate 0.02% among 340,000; one-dose inhibition, % at 100 µM; IC50 in µM for titrated hits; E. coli UTI89 K1F phage lysis, alamar blue, 2 h; higher % means a stronger effect;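 active = phage lysis inhibition, versus mean bacterial control, above a set limit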;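 also: capsule biogenesis inhibitors block K1F phage lysis so surviving cells raise fluorescence; higher fluorescence means more inhibition of phage lysis; actives were called in the ten point dose series up to 300 µM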
# TNAP activation fold – stimulation of alkaline phosphatase TNAP activity – biochemical, luminescent, no phosphate acceptor, uHTS, primary screen (AID 1001) | purified TNAP, luminescent activation assay, no phosphate acceptor; higher activation fold means a stronger effect | activation fold at 20 µM; hits with a dose series show EC50 in µM | hit rate 0.03% among 200,000; in the data active = activation fold from about 3, or a potency from the dose series; inactive = the rest, 99 in 100 with activation fold below about 1.6; also: many of its hits are not listed in these tables
# RSV CPE inhibition – RSV antiviral activity via CPE protection, HEp-2 cells, primary 10 µM value included (AID 2391); HEp-2 cells, RSV-induced CPE inhibition; higher % means a stronger effect; CPE inhibition, % at 10 µM, or IC50 in µM where a hit was titrated; hit rate 0.13% among 310,000; in the data active = a potency from the dose series; also: strong numbers were not always called active
# NTR1 agonist – agonists of NTR1, primary screen, imaging, U2OS cells, beta-arrestin-GFP, high content (AID 493036) | NTR1-U2OS beta-arrestin-GFP spot imaging, agonist mode | activation, % at 20 µM | hit rate 0.17% among 330,000;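 active = activation at or above 40% of the spot to cytoplasm intensity ratio, with at least 20 cells analyzed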;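 also: 0% = DMSO without peptide and 100% = 100 nM NTR1 peptide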
# Target sequence (P30989 whole entry, looked up): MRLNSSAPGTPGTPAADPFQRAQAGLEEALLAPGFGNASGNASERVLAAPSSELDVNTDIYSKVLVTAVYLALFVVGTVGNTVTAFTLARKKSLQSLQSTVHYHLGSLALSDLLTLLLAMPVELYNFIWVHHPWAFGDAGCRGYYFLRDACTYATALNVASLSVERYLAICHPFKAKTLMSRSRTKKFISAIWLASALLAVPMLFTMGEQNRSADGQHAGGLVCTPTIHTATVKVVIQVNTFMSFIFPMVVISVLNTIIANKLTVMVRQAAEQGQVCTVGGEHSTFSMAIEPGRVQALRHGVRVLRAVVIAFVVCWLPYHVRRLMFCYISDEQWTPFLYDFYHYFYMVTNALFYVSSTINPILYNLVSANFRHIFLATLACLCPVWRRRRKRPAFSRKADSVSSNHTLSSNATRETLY
# PhoP inhibition – PhoP-dependent GFP reporter repression – Salmonella Typhimurium, primary screen (AID 1863) | S. Typhimurium PhoP-regulated promoter GFP reporter, 4 h; higher % means a stronger effect | inhibition, % at 50 µM; hits with a dose series show IC50 in µM | hit rate 0.16% among 300,000;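 active = inhibition over 29.93%, a cutoff 3 SD above the screen mean, later confirmed by dose response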;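 also: 0% = low Mg2+ inducing control and 100% = high Mg2+ repressing control; strong numbers were not always called active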
# SV40 large T antigen – SV40 large T antigen inhibitors, biochemical (AID 1903); SV40 large T antigen ATPase/helicase inhibition assay; higher % means a stronger effect; hit rate 0.39% among 310,000; inhibition, % at 20 µM; hits with a dose series show IC50 in µM; in the data active = a potency from the dose series; also: strong numbers were not always called active
# T cell HTS vesicle-bound % – second read-out of T cell HTS, no call of its own (marks repeat the call); double positive events, %; measured here: CD8+ vesicle-bound cell fraction;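 binding gate set so that unloaded-vesicle control wells show 10% double positive cells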
# NTR1 agonist cell count 20 µM – second read-out of NTR1 agonist, no call of its own (marks repeat the call); cell count; measured here: cell count, cytotoxicity flag
# Myeloid diff MLP GFP+ MAC1+ % – also measured in Myeloid diff MLP; calls as there; GFP+ MAC1+ double positive, %; measured here: differentiation confirmed by MAC1 staining
# The depositor's hits bear a star; i = inactive; x = no result given; + = active, no number; [ ] = another dose, or the depositor's remark.
SMILES,Rac1 GTP hydrolysis,Myeloid diff MLP,Myeloid diff MLP GFP+ MAC1+ %,T cell HTS,T cell HTS vesicle-bound %,K1F lysis inhibition,TNAP activation fold,RSV CPE inhibition,NTR1 agonist,NTR1 agonist cell count 20 µM,PhoP inhibition,SV40 large T antigen
COc1cc(C(=O)NCCCN(C)C)ccc1OCC(=O)Nc1cccc(C(F)(F)F)c1,x,i,0.3,i,50.9,x,1.1,-2.3%,0.2,30,2.2%,5.8%
CCOc1ccc(CN(C)CC(=O)NCc2ccc(F)cc2)cc1,0.6%,i,0.5,i,41.9,-0.2%,x,0.7%,0.4,86,7.3%,-1.5%
COc1ccc(NC(=O)CN(C)C(=O)/C=C/c2cn(-c3ccccc3)nc2-c2ccc(C)cc2)cc1,9.4%,i,2.0,i,10.5,0.3%[50 µM],x,1.5%,2.5,67,1.6%,12.4%
Cc1[nH]c(=O)[nH]c(=O)c1NC(=O)c1sc2nc3c(C)cccc3cc2c1N,11.1%,+,0.4*,i,49.5,0.2%[50 µM],1,2.6%,0.2,61,-28.9%,20.9%
NC(=O)CCCCC(=O)OCCCc1cccs1,5.1%,i,2.6,i,28.0,0.1%,1.1,1.5%,-2.7,93,10.9%,0.3%
CCOc1cc(CNCc2ccncc2)cc(Cl)c1OC,-0.1%,i,1.3,i,37.3,0.1%,1,1.2%,-1.1,56,-5.1%,5.8%
Cc1nc2ccc(NC(=O)COc3ccccc3[N+](=O)[O-])cc2s1,x,i,0.3,i,33.0,x,1.1,4.9%,-0.3,44,2.9%,20.3%
Cc1ccc(C(=O)OCn2nnc3ccccc3c2=O)cc1[N+](=O)[O-],5.8%,i,0.6,i,5.7,2.9%,1,2.6%,6.6,30,-0.9%,0.0%
CC12CCCCC1c1ccccc1C(=NCC(=O)O)N2 (centres undefined),4.4%,i,1.6,i,53.9,0.2%,1.1,1.4%,-0.7,77,9.3%,12.9%
CC(C)CN(C(=O)CSc1ccc2c(c1)OCCO2)c1c(N)n(CC(C)C)c(=O)[nH]c1=O,1.5%,i,0.5,i,30.3,0.5%[50 µM],x,-0.9%,-0.1,75,x,x
COC(=O)CCC(=O)N(CCN(C(=O)CCC(=O)OC)c1ccccc1)c1ccccc1,x,i,0.2,i,56.1,x,1.2,0.5%,0.9,56,-8.4%,7.0%
CC(C)c1ccccc1NC(=O)COC(=O)c1cc(=O)[nH]c(=O)[nH]1,9.4%,i,0.2,i,56.6,0.2%,1.1,0.6%,1.0,72,-1.6%,2.6%
CC(=O)NCCn1c(SCc2ccccc2F)nc2ccccc2c1=O,2.8%,i,1.0,i,13.9,-0.3%,1.1,1.2%,-2.3,46,-0.1%,2.3%
COc1ccc(NC(=O)C2CCCN(S(=O)(=O)c3cccc4cccnc34)C2)cc1 (centres undefined),-6.0%,i,1.7,i,34.2,-0.8%,1.1,3.0%,-1.9,63,-0.3%,2.6%
CCn1cc(CNC(=O)c2ccc(OC3CCN(Cc4ccccn4)CC3)cc2)cn1,4.9%,i,0.8,i,69.3,0.2%,x,2.9%,-0.5,62,5.2%,4.4%
Fc1cccc(C2NN=C(c3ccccc3)S2)c1 (centres undefined),1.9%,i,0.7,i,49.3,0.2%,1.2,1.8%,-0.2,76,-1.4%,-2.8%
O=C1CC(N2CCC(c3nc4ccccc4[nH]3)CC2)C(=O)N1c1cccc(F)c1 (centres undefined),-8.6%,i,0.1,i,62.5,0.3%,1.1,-1.8%,0.3,41,-4.7%,-6.7%
O=C(CSc1nnc(COc2ccc(Cl)cc2)o1)N1CCCC1,-1.8%,i,2.4,i,20.2,-0.1%,x,1.3%,-0.4,47,-1.8%,12.3%
O=C(CC1C(=O)NCCN1Cc1ccc(F)c(F)c1)NCCCn1ccnc1 (centres undefined),5.2%,i,1.1,i,16.2,0.0%,1.1,-0.6%,-0.5,40,1.0%,25.1%
COC(=O)Cn1c(CN2CCC(Cc3ccccc3)CC2)nc2c1c(=O)n(C)c(=O)n2C,3.8%,i,2.4,i,29.5,2.3%,1.1,0.1%,0.4,50,5.1%,10.3%
CCNC(=O)NC(=O)COC(=O)CCCc1nc2ccccc2s1,1.1%,i,0.1,i,8.1,-0.1%,1,1.4%,-0.2,55,-0.2%,18.8%
CC1(C)CC(CCNC(=O)c2ccc(-n3cnnn3)cc2)CC(C)(C)N1,6.3%,i,0.4,i,45.6,-0.7%[50 µM],1.1,0.2%,0.0,75,-5.4%,23.9%
CS(=O)(=O)c1ccc(C(=O)N(Cc2ccccc2)c2ccccc2)cc1,3.3%,i,0.1,i,21.4,-0.1%,x,2.3%,0.7,58,-2.3%,3.7%
CN(C)S(=O)(=O)c1ccc(C(=O)OCCN=C2NS(=O)(=O)c3ccccc32)cc1,2.4%,i,1.9,i,14.8,2.3%,x,2.0%,-0.3,55,x,1.8%
CC1Cc2cc(S(=O)(=O)CCC(=O)NC3CCCCC3)ccc2N1C(=O)C1CC1 (centres undefined),1.8%,i,4.5,i,41.7,0.0%,x,5.6%,-0.5,72,-4.4%,14.8%

# Later entries
SMILES,Rac1 GTP hydrolysis,Myeloid diff MLP,Myeloid diff MLP GFP+ MAC1+ %,T cell HTS,T cell HTS vesicle-bound %,K1F lysis inhibition,TNAP activation fold,RSV CPE inhibition,NTR1 agonist,NTR1 agonist cell count 20 µM,PhoP inhibition,SV40 large T antigen
O=C(NN=C1CCCC1)C1COc2ccccc2O1 (centres undefined),-2.5%,i,0.6,i,10.8,0.1%,1,-1.6%,-0.1,60,0.1%,4.4%
CC(C)CNC(=O)COC(=O)c1ccc([N+](=O)[O-])cc1Cl,8.2%,i,0.3,i,13.8,0.1%,1.3,2.0%,-1.4,75,-10.9%,5.5%
CCOC(=O)c1cc(-c2cccs2)nc2c1c(C)nn2-c1ccccn1,13.2%,i,0.5,i,24.9,0.2%,1,39.5%,21.8,56,5.6%,13.4%
O=C(Nc1ccccc1)C1CCN(C(=O)c2ccco2)CC1,5.8%,i,0.1,i,29.1,0.2%,x,1.1%,-0.7,30,-2.3%,7.1%
CCCN(CCC)C(=O)c1c(NC(=O)CC)sc2c1CCCCC2,3.9%,i,1.0,i,55.3,-0.2%,1,0.8%,2.7,71,3.0%,9.9%
CN(C(=O)c1ccco1)c1nc(-c2ccc(Cl)cc2)cs1,-3.7%,i,0.6,i,32.1,0.1%,x,-0.9%,-0.5,64,-6.5%,16.4%
COc1cc2oc(=O)cc(-c3ccc(-c4ccc(C)cc4)cc3)c2c(OC)c1OC,5.5%,i,4.1,x,x,0.3%,x,x,10.3,52,x,x
Cc1nc(CSc2nc3[nH]ncc3c(=O)n2-c2ccccc2)cs1,2.0%,i,0.4,i,49.8,1.0%,1.1,2.1%,-3.2,87,7.0%,-0.2%
COc1ccc([C@H]2C=C(C(=O)O)O[C@@H](OCc3ccc(CO)cc3)C2)cc1,10.5%,i,1.5,i,53.6,1.0%,x,1.0%,5.7,92,-2.2%,10.9%
O=C(COc1ccc(/C=N/NS(=O)(=O)c2ccccc2)cc1)Nc1cccc(Cl)c1,12.2%,i,0.5,i,35.6,0.2%,1.1,3.6%,3.4,40,4.7%,15.3%
COc1ccc(S(=O)(=O)N2CCN(S(=O)(=O)c3ccc(C(F)(F)F)cc3)CC2)cc1C,10.7%,i,0.2,i,33.9,2.5%,1,1.0%,-2.0,60,-5.4%,29.2%
COc1ccc(COC(=O)c2cccc(S(=O)(=O)N3CCN(C(C)=O)CC3)c2)cc1F,10.4%,i,1.3,i,54.5,0.1%[50 µM],x,14.3%,-0.3,63,-4.0%,2.2%

# Among those listed so far, these contain a Cl atom:
SMILES,Rac1 GTP hydrolysis,Myeloid diff MLP,Myeloid diff MLP GFP+ MAC1+ %,T cell HTS,T cell HTS vesicle-bound %,K1F lysis inhibition,TNAP activation fold,RSV CPE inhibition,NTR1 agonist,NTR1 agonist cell count 20 µM,PhoP inhibition,SV40 large T antigen
CCOc1cc(CNCc2ccncc2)cc(Cl)c1OC,-0.1%,i,1.3,i,37.3,0.1%,1,1.2%,-1.1,56,-5.1%,5.8%
O=C(CSc1nnc(COc2ccc(Cl)cc2)o1)N1CCCC1,-1.8%,i,2.4,i,20.2,-0.1%,x,1.3%,-0.4,47,-1.8%,12.3%
CC(C)CNC(=O)COC(=O)c1ccc([N+](=O)[O-])cc1Cl,8.2%,i,0.3,i,13.8,0.1%,1.3,2.0%,-1.4,75,-10.9%,5.5%
CN(C(=O)c1ccco1)c1nc(-c2ccc(Cl)cc2)cs1,-3.7%,i,0.6,i,32.1,0.1%,x,-0.9%,-0.5,64,-6.5%,16.4%
O=C(COc1ccc(/C=N/NS(=O)(=O)c2ccccc2)cc1)Nc1cccc(Cl)c1,12.2%,i,0.5,i,35.6,0.2%,1.1,3.6%,3.4,40,4.7%,15.3%
